Runt-CBFb FRET – inhibitors of human RUNX1 Runt domain binding to CBFb | Q01196+Q13951 | inhibition, % at 20 µM | 220,000 tested, 0.46% active | AID 1496 | Cerulean-Runt/Venus-CBFb FRET ratio 530/480, 1 h;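 active = inhibition over about 50% at 20 µM in the single-dose screen, limit read from the data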;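 also: 0% = DMSO wells and 100% = excess unlabeled CBFb competitor control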
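System: Cerulean-labeled Runt domain protein | Quantity: 100 nM of each labeled protein | Schedule: 1 h compound exposure, room temperature | Detection: Fluorescence energy transfer, 422 nm excitation, 530/480 nm emission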
EP2 antag – EP2 receptor (human) inhibition. 260,000 tested, 0.52% active. AID 1422. C6 glioma cells expressing human EP2, cAMP TR-FRET; cells stimulated with saturating PGE2. inhibition, % at 25 µM;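 active = percent inhibition above 40 after rounding to a whole number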;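 also: rat C6 glioma host cells with rolipram phosphodiesterase inhibitor present; the protocol text gives 20 µM as final concentration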
PERK inhibitor – inhibitors of human PERK kinase. Q9NZJ5. 220,000 tested, 0.17% active. inhibition, % at 5.6 µM. CHO PERK-DD fusion, SEAP luminescence translation reporter. AID 1416;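 active = inhibition above the mean inhibition of all tested compounds plus 3 SD, set separately per screening campaign, cut at about 2.9% in these data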;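 also: PERK kinase domain activated by AP20187 dimerizer at 100 nM; 0% = DMSO with dimerizer and 100% = rapamycin at 8.4 µM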
EP2 modulator – EP2 receptor (human) modulation; P43116; EP2-expressing cells, cAMP HTRF FRET, PGE2 co-stimulation; induction, % at 25 µM; 260,000 tested, 0.83% active;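 active = compounds whose cAMP rise, as percent of the full-agonist control response, exceeds 60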;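 also: rat C6 glioma line stably carrying human EP2 under a CMV promoter; the protocol text gives 20 µM as final concentration; 100% = response of wells given 1 µM PGE2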
Hck-Nef inh – inhibitors of human Hck kinase activated by Nef; P08631; Recombinant Hck-YEEI plus Nef, Z-Lyte FRET kinase assay; inhibition, % at 20 µM; 220,000 tested, 0.68% active; AID 463187;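 active = Hck-Nef kinase inhibition above about 50%, limit read from the data; inactive = inhibition below that limit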;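 also: 0% = DMSO with Hck plus Nef and 100% = Hck alone without Nef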
Target sequence (P08631 whole entry, looked up): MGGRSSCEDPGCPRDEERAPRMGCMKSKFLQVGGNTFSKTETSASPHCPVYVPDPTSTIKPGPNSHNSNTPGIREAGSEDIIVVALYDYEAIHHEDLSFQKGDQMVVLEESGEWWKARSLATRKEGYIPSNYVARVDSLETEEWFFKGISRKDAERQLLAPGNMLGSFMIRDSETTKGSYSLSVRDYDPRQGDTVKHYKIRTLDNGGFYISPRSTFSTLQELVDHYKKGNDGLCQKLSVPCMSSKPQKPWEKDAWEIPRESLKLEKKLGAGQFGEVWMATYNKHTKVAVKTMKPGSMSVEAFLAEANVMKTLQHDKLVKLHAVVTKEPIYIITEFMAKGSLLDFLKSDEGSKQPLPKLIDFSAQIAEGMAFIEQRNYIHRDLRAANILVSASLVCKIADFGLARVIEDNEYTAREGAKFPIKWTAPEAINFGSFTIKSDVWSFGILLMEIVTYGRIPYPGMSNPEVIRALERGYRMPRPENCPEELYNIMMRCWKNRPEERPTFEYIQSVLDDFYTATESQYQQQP
TNF death inh – blocks TNF-alpha induced death of Jurkat FADD-/- cells. Jurkat FADD-/- TNF necroptosis rescue, ATP luminescence, 24 h; 0 = TNF only, 100 = no-TNF cells. activation (protection from cell death), % at 10 µM. 220,000 tested, 0.068% active. AID 463075;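 active = activation, meaning protection from cell death, of at least 50% relative to plate controls; inactive = activation below 50%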;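 also: necroptosis triggered by 40 ng/mL TNF-alpha added together with compound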
L929 necroptosis – L929 zVAD cell death inhibition | L929 zVAD necroptosis rescue, ATP luminescence, 24 h; with zVAD 60 µM | 220,000 tested, 0.38% active | viability rescue, % at 10 µM;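 active = activation, scaled between plate controls, above about 75%, limit read from the data; inactive = activation under that limit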;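 also: 0% = zVAD with DMSO and 100% = DMSO alone without zVAD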
RBBP9 inhibitor – inhibitors of human serine hydrolase RBBP9. O75884. recombinant RBBP9, FP-Rh probe fluorescence polarization. inhibition, % at 7.94 µM. 220,000 tested, 0.2% active. AID 1515;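 active = inhibition above the campaign mean of all tested compounds plus 3 SD, cut at about 14% in these data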;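 also: plate controls were DMSO wells with RBBP9 for no effect and wells lacking RBBP9 protein for full effect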
Target sequence (O75884 whole entry, looked up): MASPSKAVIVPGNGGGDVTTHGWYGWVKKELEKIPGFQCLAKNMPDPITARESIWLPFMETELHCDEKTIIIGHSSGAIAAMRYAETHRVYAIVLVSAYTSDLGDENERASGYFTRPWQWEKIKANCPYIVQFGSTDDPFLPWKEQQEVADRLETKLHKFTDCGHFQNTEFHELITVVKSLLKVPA
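System: RBBP9 protein | Quantity: 2.5 µM RBBP9 dispensing solution, before mixing | Reagent: FP-Rh probe, 375 nM dispensing solution | Timing: Enzyme-compound preincubation 30 min, then probe labeling 45 min, 25 °C | Measured by: Fluorescence polarization | Read-out: % inhibition | Replication: One well per compound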
Runt-SMMHC FRET – Runt domain-CBFb-SMMHC interaction inhibition. Q01196+Q13951. inhibition, % at 20 µM. 220,000 tested, 0.74% active. AID 1434. Cerulean-Runt/Venus-CBFb-SMMHC FRET ratio 530/480, 1 h;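 active = mean inhibition across duplicate retests at 20 µM reaching about 50%, limit read from the data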;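 also: 0% = DMSO wells and 100% = wells with excess untagged CBFb-SMMHC; inhibitors lower the FRET ratio by blocking Runt binding to CBFb-SMMHC; some results filed as inactive read as strong as hits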
The depositor's hits bear a star; x = not tested or not shown; & = joins results of further samples.

#	mol	Runt-CBFb FRET	EP2 antag	PERK inhibitor	EP2 modulator	Hck-Nef inh	TNF death inh	L929 necroptosis	RBBP9 inhibitor	Runt-SMMHC FRET
1	CCCCn1c(=O)[nH]c(=O)c2c1nc(-c1ccc(C#N)cc1)n2C1CCCC1	-3	x	-1.2	7	13	-4.8	-0.1	-10	-3
2	CC(C)c1onc(C(=O)NC2CCCCC2)c1[N+](=O)[O-]	0	3	1.1	-14	-11	-1.5	-0.6	0	1
3	Cc1noc(/C=C/N(C)C)c1S(=O)(=O)N1CCCC(C(=O)N2CCCCC2)C1 (stereo unspecified)	1	8	0.2	21	24	0.7	0.4	-6	0
4	CCOC(=O)C1=C(C)NC2=C(C(=O)c3ccccc32)C1c1ccc([N+](=O)[O-])o1 (stereo unspecified)	0	17	0.0	-41	11	-10	-0.5	-1	-1
5	CCCCCCc1cc2cc(C(N)=O)c(=N)oc2cc1O	20	14	0.8	-24	72*	-4.8	1.6	-6	59*
6	Cc1ccc(NC(=O)OCCNC(=O)c2ccncc2)cc1	-2	0	0.6	19	23	-0.1	2.7	0	-1
7	O=[N+]([O-])c1cc(CN2CCCC2)c2cccnc2c1O	-1	4	1.1	21	26	0.6	1.1	-7	-6
8	COCCCNC(=O)Cn1ncc2c(=O)oc3ccccc3c21	-1	26	0.1	16	4	-0.2	-0.1	-7	-28
9	C#CCOC(=O)Nc1cccn(Cc2c(Cl)cccc2Cl)c1=O	1	4	0.5	1	1	-6.9	0.8	-7	2
10	COC(=O)COc1cc(C)cc2oc(=O)c(CC(=O)OC)c(C)c12	0	15	0.4	29	-6	-0.6	-0.8	0	4
11	Cc1nc(-c2cccc(NS(=O)(=O)c3ccc4ccccc4c3)c2)cs1	1	3	0.8	-25	1	-0.3	-0.1	-20	-7
12	CC(C)(C)NC(=O)COC(=O)CCC(=O)c1ccc(Cl)cc1	-1	8	-0.6	-23	12	0.9	1.4	-7	2
13	Cc1cccc(C)c1NC(=O)C1CCCN(CCCc2ccccc2)C1 (stereo unspecified)	-1	10	-0.2	-5	-22	1.7	0.5	1	-9
14	CC(C)NC(=O)c1ccc(Sc2ccccc2)c([N+](=O)[O-])c1	0	12	-0.2	-3	0	-0.1	-0.1	-5	-9
15	CC(=O)Nc1ccc(S(=O)(=O)N2CCCC2C(=O)O)cc1 (stereo unspecified)	-1	18	0.6	-29	3	0.6	1.2	-3	-1
16	CCOc1ccc(CCNC(=O)C2CCC(=O)N2CCc2ccccc2)cc1OCC (stereo unspecified)	0	8	-1.5	27	2	0.5	0.9	-2	1
17	Oc1ccccc1CNc1ncc(Br)cc1Br	-1	3	0.5	34	0	0.6	0.0	-5	0
18	C[C@H](NC(=O)OC(C)(C)C)c1nnc(SCC(=O)c2ccc(Cl)cc2)o1	-1	9	0.8	-1	1	-8.0	0.3	9	2
19	COc1ccc(N2CCN(c3n[nH]c(N)n3)CC2)cc1	8	6	0.8	29	-3	0.3	-0.4	5	5
20	COc1cccc(CN2C(=O)CCC2(C)C(=O)NC2CCCCC2)c1 (stereo unspecified)	1	12	1.1	25	-4	0.5	0.3	1	3
21	Cc1nc(NC(=S)NC(=O)c2cccs2)sc1C(=O)N(C)C	6	3	0.3	6	2	0.7	-0.1	-2	-3
22	CCC(C)N(CC(=O)Nc1cccc(C)c1C)C(=O)CCl (stereo unspecified)	0	1	0.1	-28	9	-2.4	20	-3	2
23	CCn1ccnc1CN(C)Cc1cn(C)nc1-c1ccccc1F	0	4	-0.2	24	17	0.3	-0.8	-1	1
24	CCCCc1ccc(NC(=S)NCCCN2CCOCC2)cc1	2	3	1.2	-54	22	-3.0	0.3	-8	-2
25	CC(C)Oc1ccc(CNC(=S)N/N=C/c2ccc([N+](=O)[O-])cc2)cc1	3	19	0.2	-41	-20	-1.0	0.2	0	-6
26	CCOC(=O)C1CCCN(CCC(=O)Nc2ccc(C)cc2)C1 (stereo unspecified)	0	13	0.5	7	7	0.3	0.1	-1	1
27	COc1ccc(CCNC(=O)c2ccc(CSc3ccccc3)o2)cc1	1	8	0.3	-57	20	2.7	0.2	-9	-1
28	COC(=O)c1cc(OC)c(OC)cc1NC(=O)CN1CCOCC1	-1	2	-0.6	3	9	0.4	-1.2	-6	3
29	COc1ccc(-c2csc(NC(=O)C3CC(=O)N(c4ccc5c(c4)OCCO5)C3)n2)cc1 (stereo unspecified)	-2	11	-0.6	-10	3	2.7	1.0	-8	-8
30	C#CCn1cnc2c(cnn2-c2ccc(C)c(C)c2)c1=O	0	1	0.2	-16	0	-2.1	0.0	-5	-1
31	N#C/C(=C\c1ccc(OC(=O)c2ccc(Cl)s2)cc1)c1nc2ccccc2[nH]1	-60	5	0.2	-6	56*	0.1	2.5	-2	-66
32	COc1ccc(/C=C/CN2CCN(Cc3ccc(C)cc3)C(CCO)C2)cc1 (stereo unspecified)	-2	3	1.2	-18	21	1.9	0.2	-4	-1
33	Cc1cc(N=Cc2c(O)ccc3ccccc23)no1	12	5	-0.1	10	0	-12	0.5	-4	7
34	O=C(N/C=C/c1ccccc1)Nc1ccc(Cl)cc1	-2	14	0.4	-13	0	0.5	4.4	5	3
35	COc1cc(C2NC(=O)NC(C)=C2C(C)=O)cc(OC)c1OC (stereo unspecified)	4	12	1.2	-6	16	1.0	0.5	-6	-1
36	O=C(Nc1ccccc1N1CCCCC1)c1ccc(-c2ccc(Cl)cc2)o1	3	5	-0.1	15	1	-4.4	0.2	-8	3
37	CCNC(=O)COC(=O)c1ccc(-n2nc(C)cc2C)cc1	0	8	1.0	3	40	0.5	6.4	0	0
38	CC(=O)c1cccc(CN2CCCC(CCC(=O)NCc3ccc(C)o3)C2)c1 (stereo unspecified)	3	5	-0.2	-4	19	1.7	-1.4	1	0
39	CCOC(=O)CNC(=O)COc1ccc(Cl)cc1Br	0	7	1.3	19	9	-2.6	-0.2	2	0
40	CCOC(=O)N1CCN(C(=O)CSCc2nc(-c3ccccc3F)oc2C)CC1	0	2	-1.0	15	0	-3.0	1.0	-7	0
41	Cc1cc(C)n(-c2ccc(C(=O)NCc3ccc(F)cc3)cc2)n1	0	10	1.5	-50	1	2.4	2.3	3	-2
42	NC(Cc1ccc(O)c([N+](=O)[O-])c1)C(=O)O (stereo unspecified)	-2	12	0.8	29	6	1.3	1.3	-10	-4
43	O=C(C1CCN(S(=O)(=O)Cc2ccccc2)CC1)N1CCCc2ccccc21	-1	13&6	-0.6	-24&-4	1	-3.0	-0.2	1	1
44	O=C(CSc1nc2ccccc2c(=O)n1-c1ccc(F)cc1)Nc1ccc2c(c1)CCC2	0	3	-0.3	34	-2	-1.1	-0.7	-11	4
45	Cc1ccc(S(=O)(=O)Nc2ncc(C(F)(F)F)cc2Cl)cc1	4	2	0.8	-9	3	0.4	0.8	1	-5
46	Cc1ccc(S(=O)(=O)/N=C(\N)Nc2nc(C)c3cc(C)ccc3n2)cc1	-3	12	0.2	-3	2	-3.2	-0.1	-6	-55
47	O=C(COc1ccccc1)Nc1nccs1	0	7	-0.6	-23	12	0.0	1.4	-2	-3
48	CC1(C)CC(=O)C(C(=O)CCCCC(=O)C2C(=O)CC(C)(C)CC2=O)C(=O)C1	0	x	0.1	21	-1	1.9	2.6	7	-4
49	COC(=O)c1ccccc1NC(=O)c1ccccc1NS(C)(=O)=O	1	3	0.5	13	8	-2.3	0.3	3	2
50	Cc1nnc(SCCn2c(N3CCN(C)CC3)nc3c2c(=O)n(C)c(=O)n3C)s1	2	2	-0.1	30	0	0.1	-0.3	-2	1
51	S=c1nc(-c2sccc2OCc2ccc(Cl)cc2Cl)[nH][nH]1	36	4	-0.9	11	-46	-3.8	-0.7	-15	37
52	O=C(Nc1ccc(F)cc1)C1CCCO1 (stereo unspecified)	2	4	1.0	-35	24	2.0	0.9	-2	-1
53	CC(C)c1ccc(/C=N/NC(=O)CC(=O)NC2CCCCC2)cc1	0	5	0.5	32	21	0.8	4.7	-8	1
54	CSc1nnc2n(Cc3ccccc3)c(=O)c3c4c(sc3n12)COC(C(C)C)C4 (stereo unspecified)	1	x	0.8	45	-1	-0.2	-0.2	3	-4
55	O=C(Nc1c(Cl)cc(Cl)cc1C(=O)NCC1CCCO1)c1ccco1 (stereo unspecified)	-1	4	-0.1	-4	1	-0.3	0.7	8	-1
56	CCN(CC)CCNC(=O)c1ccc(Sc2ccc(C)cc2)c(NC(C)=O)c1	0	6	1.1	-15	13	2.0	0.4	7	-1
57	Cn1c(=O)c2c(nc(NCCNC(=O)c3ccco3)n2Cc2ccccc2Cl)n(C)c1=O	1	1	0.6	10	2	0.1	-0.5	-12	0
58	CC(C)c1ccc(Nc2nc(NCc3ccco3)nc(N3CCOCC3)n2)cc1	-3	12	-1.0	20	0	1.7	87*	-11	3
59	Cc1nnc(NC(=O)Nc2ccc(Cl)c(Cl)c2)s1	1	14	0.5	-11	14	-7.9	0.2	1	-1

High-throughput results as filed in PubChem.

Some of the compounds tested. The share of hits here may be higher or lower than overall.
